VIM-2 inh: inhibitors of Pseudomonas aeruginosa VIM-2 metallo-beta-lactamase | purified VIM-2, nitrocefin hydrolysis, epi-absorbance fluorescence | inhibition, % at 5.6 µM | 290,000 tested, 0.89% active;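 active = inhibition above the mean of all tested compounds plus 3 SD, cutoff set per screening run, cut at about 7.5% in these data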;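 note: red hydrolysis product quenches plate fluorescence so inhibitors raise well fluorescence; 0% = enzyme with DMSO and 100% = DMSO without enzyme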
IDE cell inh: inhibitors of human insulin-degrading enzyme in cells; HEK cells, FAbetaB cleavage, fluorescence polarization; inhibition, % at 5.59 µM; 320,000 tested, 0.41% active;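 active = percent inhibition above the average of all tested compounds plus 3 SD, set per screening campaign, cut at about 16% in these data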;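 note: IDE supplied by intact live HEK cells; FP after avidin binding of uncleaved biotin substrate so inhibition keeps polarization high; 0% = DMSO wells and 100% = 60 µM reference IDE inhibitor Ii1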
PHOSPHO1 inh: blocks human PHOSPHO1 phosphatase activity; Q8TCT1; recombinant PHOSPHO1, absorbance phosphatase assay; inhibition, % at 13.3 µM; 290,000 tested, 1.1% active; AID 1565; in the data active = inhibition above about 60%
Target sequence (Q8TCT1 whole entry, looked up): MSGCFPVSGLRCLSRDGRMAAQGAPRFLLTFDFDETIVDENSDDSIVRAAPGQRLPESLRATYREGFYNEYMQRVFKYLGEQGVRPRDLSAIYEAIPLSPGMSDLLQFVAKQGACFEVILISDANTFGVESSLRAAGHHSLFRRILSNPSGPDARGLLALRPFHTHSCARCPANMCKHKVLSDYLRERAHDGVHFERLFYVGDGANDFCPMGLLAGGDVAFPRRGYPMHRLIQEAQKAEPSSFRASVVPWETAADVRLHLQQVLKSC
IDE cell activ: boosts human insulin-degrading enzyme activity in HEK cells; P14735; FAbeta-B cleavage, fluorescence polarization; 0% vehicle, 100% cell-free pure enzyme wells; activation, % at 5.96 µM; 340,000 tested, 0.073% active; AID 493087;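 active = activation above the mean of all tested compounds plus 3 SD, set per screening campaign, cut at about 17% in these data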
IMP-1 inhibitor: inhibitors of Pseudomonas aeruginosa IMP-1 metallo-beta-lactamase; 290,000 tested, 0.45% active; purified IMP-1, nitrocefin hydrolysis, epi-absorbance fluorescence; inhibition, % at 5.6 µM;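 active = inhibition above the mean plus 3 SD of all compounds in the same screening run, cut at about 4.5% in these data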;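 note: 0% = IMP-1 with DMSO and 100% = DMSO wells lacking enzyme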
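system = purified recombinant IMP-1 beta-lactamase | amount = 0.2 nM IMP-1, as dispensed | medium = HEPES buffer pH 7.1 with ZnSO4 and Brij 35 | times = 25 °C, 15 min preincubation, 25 min reaction | detection = plate fluorescence quenching by hydrolysis product, ex 480/em 530 nm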
NALP1 inh: NALP1 inhibition. 280,000 tested, 0.61% active. inhibition, % at 10 µM. S. cerevisiae NALP1/ASC/caspase-1 growth, X-gal OD620, 72 h; in the data active = inhibition mostly above about 24%, no sharp cut-off; inactive = mostly below about 32%; note: some compounds called inactive have numbers as strong as hits
GPR7 antag: antagonists of human GPR7 (neuropeptides B/W receptor 1); P48145; GPR7-expressing cells, fluorescence antagonist assay; inhibition, % at 4.4 µM; 290,000 tested, 1.1% active; AID 1861; in the data active = inhibition above about 16%, passing the limit was not always enough;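 note: cells stimulated with the agonist NPW; 0% = agonist with vehicle and 100% = vehicle without agonist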
Target sequence (P48145 whole entry, looked up): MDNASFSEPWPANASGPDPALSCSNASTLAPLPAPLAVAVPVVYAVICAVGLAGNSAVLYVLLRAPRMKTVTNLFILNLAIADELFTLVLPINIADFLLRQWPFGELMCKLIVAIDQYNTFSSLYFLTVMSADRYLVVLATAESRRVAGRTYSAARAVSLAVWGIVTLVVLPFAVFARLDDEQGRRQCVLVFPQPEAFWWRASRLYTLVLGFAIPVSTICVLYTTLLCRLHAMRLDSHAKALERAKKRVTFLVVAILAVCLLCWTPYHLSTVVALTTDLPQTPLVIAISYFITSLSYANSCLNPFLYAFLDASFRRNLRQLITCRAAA
pCIP destab: compounds decreasing mouse p/CIP protein stability. 290,000 tested, 0.01% active. decrease of EGFP signal, % at 10 µM. F442A p/CIP-EGFP cells, EGFP fluorescence, 16 h;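 active = EGFP signal decrease of at least 30% at 10 µM or well 3 SD below plate mean, unless failing retest; inactive = the rest, including hits failing retest or dose response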; note: some compounds called inactive have numbers as strong as hits; many of its hits are not listed in these tables
PfM18AAP inh: blocks P. falciparum M18 aspartyl aminopeptidase; recombinant PfM18AAP, H-Glu-NHMec fluorogenic cleavage; inhibition, % at 7.35 µM; 290,000 tested, 1.2% active;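 active = inhibition above the campaign mean inhibition over all tested compounds plus 3 SD, cut at about 28% in these data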;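 note: 0% = plate median of test compound wells and 100% = 2 mM ZnCl2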
The depositor's hits bear a star; / = not tested or not shown.

Structure | IDE cell inh | IDE cell activ | VIM-2 inh | IMP-1 inhibitor | PfM18AAP inh | GPR7 antag | NALP1 inh | pCIP destab | PHOSPHO1 inh
Cc1ccc(C)c(NC(=S)c2ccccn2)c1 | 3 | 6 | -5.2 | -1.2 | 0 | 0 | 4 | -1 | 19
Cc1ccc(C(=O)NCCc2cccs2)cc1 | 0 | 3 | 1.2 | 1.7 | 0 | 6 | 4 | -2 | 30
COc1ccc(OC)c(/C(C)=N\NC(=O)c2cc3cc(Cl)ccc3n2C)c1 | 6 | -3 | -2.8 | -2.5 | 4 | -8 | / | -14 | /
Cc1cc(NC(=O)c2c(F)cccc2Cl)no1 | -4 | 0 | 1.4 | -1.5 | 10 | 14 | 18 | 2 | 20
O=C(CC12CC3CC(CC(C3)C1)C2)NC(=S)NCc1ccco1 | 1 | 2 | -1.3 | -2.2 | -2 | -10 | 10 | -12 | 10
Cn1ncc2c(NNC(=O)Cc3cccc4ccccc34)ncnc21 | -4 | -1 | 0.3 | -2.7 | 8 | -4 | 12 | -10 | 2
CCCCCCc1cc2cc(S(=O)(=O)c3ccc(Cl)cc3)c(=O)oc2cc1O | 9 | -2 | -3.4 | -5.2 | -1 | -14 | 9 | -12 | -4
CCc1nnc(NC(=O)C2CCCN(S(=O)(=O)c3ccccc3)C2)s1 (stereo not drawn) | 6 | -4 | -1.3 | -0.2 | -4 | -3 | 17 | -11 | 8
CN(Cc1ccccc1)C(=O)CCC1CCN(S(=O)(=O)N(C)C)CC1 | 2 | 0 | -2.6 | -3.3 | 0 | -15 | 4 | -16 | 45
COc1ccccc1-c1nc(C#N)c(NCc2ccc(F)cc2)o1 | 1 | -1 | -1.2 | -2.6 | -6 | -4 | 4 | 8 | -7
CCc1cccc(C)c1NC(=O)CO/N=C(\N)CC(=O)NC1CCCCC1 | -7 | 7 | -5.3 | -3.1 | -2 | -5 | 11 | -9 | 32
CCC(C)(c1nnnn1-c1c(C)cccc1C)N(N=O)c1cccc(C(F)(F)F)c1 (stereo not drawn) | 2 | 10 | -3.6 | -2.7 | -2 | -3 | 18 | -12 | 22
CCOc1cccc(C(=O)Nc2cc(-c3nn4c(C)nnc4s3)ccc2C)c1 | -1 | 6 | -1.5 | -2.2 | -1 | -15 | 25 | -8 | -12
CC(C)CCN1CCN(Cc2ccc3nsnc3c2)CC1CCO (stereo not drawn) | 1 | 3 | -0.7 | -3.8 | 0 | -11 | 1 | -1 | 50
CCSc1nc2ccccc2c(=O)n1-c1c(C)n(C)n(-c2ccccc2)c1=O | -2 | 7 | -0.6 | -1.2 | -7 | -8 | 16 | 16 | 28
COC(=O)CSc1nc(-c2ccc(F)cc2)cc(C(F)(F)F)n1 | -3 | 6 | -3.8 | -3.1 | 3 | -16 | 9 | -4 | 10
Cc1ccc(-c2nnc(SCC(=O)N3CCCC3)o2)cc1C | -4 | -5 | -1.0 | -2.3 | 3 | -1 | 3 | 1 | 92*
CCN1CCN(C(=O)CCc2nnc(CCCCc3ccccc3)o2)[C@@H](C)C1=O | 8 | -6 | -3.7 | -1.5 | -1 | -13 | 3 | -2 | 33
COc1cc(NC(=S)Nc2ccc(S(=O)(=O)N3CCOCC3)cc2)cc(OC)c1OC | -1 | 3 | 0.6 | -1.3 | 0 | 7 | -15 | 7 | 33
CC(=O)Nc1ccc(SCC(=O)Nc2ccc(Cl)cn2)cc1 | 0 | -1 | -2.0 | -3.0 | 4 | -10 | -10 | -1 | 26
O=c1[nH]c(-c2ccccc2O)nc2c1CCCC2 | -1 | 0 | -0.7 | -2.5 | 1 | -5 | 0 | 5 | -22
Cc1cc(C)cc(OCC(=O)NNC(=O)CCC(=O)NCc2ccccc2)c1 | -2 | 4 | -1.2 | -0.8 | -9 | -7 | -5 | -5 | 5
Cc1ccc(NS(=O)(=O)c2ccc3[nH]c(=O)[nH]c3c2)c(C)c1 | -3 | 2 | -0.9 | -3.8 | -18 | -2 | 1 | -8 | 24
CCn1c(C)[n+](CCOCC[n+]2c(C)n(CC)c3cc(Cl)c(Cl)cc32)c2cc(Cl)c(Cl)cc21 | 6 | 1 | 0.0 | 1.6 | 4 | 2 | 2 | -2 | 83*
O=C(OCc1nc2ccccc2s1)c1cccc(N2C(=O)CCC2=O)c1 | -2 | 2 | 1.5 | 0.3 | -8 | 10 | 12 | -5 | -26
Cc1ccc(S(=O)(=O)N2CCN(C(=O)c3ccc(Cl)nc3)CC2)cc1 | 4 | 3 | -2.1 | -2.5 | 1 | -7 | 10 | 9 | 15
COC(=O)c1cc(S(=O)(=O)N2CCN(c3ccc(F)cc3)CC2)c[nH]1 | 4 | -1 | -0.5 | -2.8 | 6 | 4 | -8 | -10 | 46
CCc1ccc(N2CC(C)Cn3c2nc2c3c(=O)[nH]c(=O)n2C)cc1 (stereo not drawn) | -2 | 7 | 4.3 | -1.1 | -4 | -8 | 0 | -1 | /
CCOc1ccc(/C=N/Nc2nc(N3CCCC3)nc(N3CCCC3)n2)cc1OC | 4 | 1 | -5.7 | -3.4 | 0 | -17 | 14 | -7 | 41
Cc1csc(NC(=O)c2cnc3ccccc3n2)n1 | -3 | 2 | 1.6 | 0.2 | -9 | 5 | 2 | 2 | 8
COc1ccc(C(=O)NC2CCCN(Cc3ccccc3F)C2)c(OC)c1OC (stereo not drawn) | 3 | -4 | -2.2 | -3.4 | -5 | -22 | 8 | -4 | 5
COc1ccc(/C=N\NC(=S)SCN2C(=O)C3CCC(C)(C2=O)C3(C)C)cc1 (stereo not drawn) | 2 | 3 | -2.1 | -5.3 | -24 | -11 | / | / | /
COc1cccc(/C=C/C(=O)NCc2ccc(S(N)(=O)=O)cc2)c1 | -2 | 1 | -3.2 | -4.3 | 0 | -16 | -2 | 0 | 51
COc1cccc(OCCOc2ccccc2[N+](=O)[O-])c1 | 0 | 2 | -3.9 | -1.9 | 4 | 14 | / | / | /
CCOC(=O)c1ccc(NC(=O)N2CCN(C(=O)C3CCCO3)CC2)cc1 (stereo not drawn) | 10 | -1 | -5.4 | -1.3 | 1 | -6 | -11 | -5 | 29
Cc1cccn2c(=O)c(C=O)c(N3CCN(c4ccc(F)cc4)CC3)nc12 | 6 | 1 | -2.1 | -3.4 | -1 | -3 | 0 | 0 | 26
Cc1ccc2c(c1)c1c(n2CC(O)Cn2c(C)nc3ccccc32)/C(=N\O)CCC1 (stereo not drawn) | 5 | -1 | -0.9 | -3.3 | -13 | -12 | 36 | -10 | -17
CCOC(=O)C1CCN(C(=O)c2ccccc2NS(=O)(=O)c2ccc(C)cc2)CC1 | / | 3 | -2.5 | -4.6 | -6 | -1 | 9 | -8 | 47
Cc1nn(C)c(C(=O)Nc2ccn(C34CC5CC(CC(C5)C3)C4)n2)c1[N+](=O)[O-] | 5 | 0 | 0.9 | -1.0 | -18 | -4 | 31 | 2 | -4
Cc1ccc(C(=O)NCCN2C3=NC[C@H](Cc4ccc(O)cc4)N3C[C@H]2Cc2ccc(O)cc2)cc1Br | 9 | -6 | / | / | / | / | 13 | -2 | 36
Cc1ccccc1NC(=O)NNC(=O)CCc1ccccc1 | 6 | -1 | -1.9 | -1.0 | 0 | -11 | 10 | 5 | 36
COc1ccccc1NC(=O)Nc1nnc(CC(=O)Nc2ccccc2)s1 | -4 | / | -2.9 | -3.0 | -6 | 3 | 15 | -14 | 48
CNc1nc(NC)nc(-n2c(C(F)(F)F)nc3ccccc32)n1 | 1 | 6 | 2.3 | -4.0 | 3 | -22 | 6 | -7 | 25
CCOc1ccccc1-c1nc(CN2CCCN(C(=O)c3ccco3)CC2)c(C)o1 | 1 | -1 | -0.6 | -2.5 | -4 | -19 | 14 | 7 | 32
O=C(Cc1ccc(Br)cc1)N/N=C/c1cccnc1 | 7 | 4 | -3.8 | -2.2 | 5 | 6 | -5 | -13 | 23
COc1ccc(Cl)cc1S(=O)(=O)NCc1ccncc1 | 7 | -2 | -1.8 | -3.0 | -6 | -3 | 18 | 3 | 33
CNC(=O)c1ccc2snnc2c1 | 2 | -4 | -1.6 | -2.8 | -3 | -15 | 21 | 6 | 7
CCN1CCN(c2ncnc3sc4c(c23)CCC(C)C4)CC1 (stereo not drawn) | -1 | 0 | 0.1 | -1.8 | 2 | 13 | 2 | 9 | 14
CCc1c(C)nc2[nH]nc(NC(=O)C(F)(F)F)n2c1=O | -1 | 0 | -0.6 | -0.8 | 3 | 7 | 6 | 6 | 16
CCOC(=O)C1=C(C(F)(F)F)Nc2ncnn2C1c1cccc(OC)c1OC (stereo not drawn) | 9 | 7 | -4.7 | -2.8 | -1 | -8 | 22 | -6 | 0
CCC1=C(OC(=O)N(CC)CC)N2C(=O)OC(=NCCc3c[nH]c4ccccc34)[C@]2(C)[C@H]2C1=CC[C@H]1C(=O)N(CC)C(=O)[C@H]12 | 5 | 2 | / | / | / | / | / | 4 | 44
Cc1ccccc1N1C(=O)c2ccccc2N2C(=O)c3ccccc3C12 (stereo not drawn) | 3 | -1 | -1.0 | 1.8 | 1 | 5 | 22 | -16 | -9
COc1ccccc1/C=C1\SC(=O)N(CC(=O)N(C)C2CCS(=O)(=O)C2)C1=O (stereo not drawn) | -1 | 4 | 0.4 | -0.2 | -2 | -8 | 24 | 0 | 27
Cc1ccccc1N(C(=O)CNC(=O)c1ccco1)C(C(=O)NC1CCCC1)c1ccncc1 (stereo not drawn) | 4 | 4 | -1.4 | 0.6 | -1 | 1 | 28 | -4 | 13
CC(C)c1ccc(/C=N/NC(=O)c2cccc(Cl)c2)cc1 | 2 | -2 | -5.4 | -2.9 | 3 | -5 | 28 | 31 | -30
O=C(/C=C/c1cccc2ccccc12)NCCC1=CCCCC1 | 0 | 1 | -3.8 | -2.1 | -3 | 7 | 19 | -10 | -5
O=C(Nc1ncn[nH]1)C(F)(F)C(F)F | -3 | 3 | -2.7 | -1.5 | 32* | 5 | -6 | -6 | 16
CCOc1ccc(-c2nc(C#N)c(NCC(C)C)o2)cc1 | 4 | 2 | -2.1 | -3.1 | -14 | -15 | 5 | -10 | 8
C=CCc1ccccc1OCC(=O)N/N=C/c1ccccc1OCC | -2 | 5 | -6.9 | -1.3 | -1 | 5 | 16 | -1 | -17
CCCC(O)(CCC)C(=O)NN(C(=O)CCl)c1cccc(C)c1 | 1 | 0 | -2.4 | -3.8 | 7 | 5 | 29 | -3 | 0
COc1ccc(-n2cnnc2SCC(=O)Nc2cccc([N+](=O)[O-])c2)cc1 | 4 | 2 | -4.0 | -0.4 | -11 | -3 | -5 | -7 | -3
Cc1nc(-c2nnc(SCC(=O)Nc3ccc(C(F)(F)F)cc3)n2C)cs1 | 14 | -14 | 1.8 | 1.4 | 19 | 14 | / | 4 | 42
COc1c(Cl)cc(Cl)cc1C(=O)Nc1ccc(C(=O)O)cc1 | -7 | 2 | -1.9 | -0.7 | -10 | -11 | 26 | -4 | -3

Bioassay records (PubChem BioAssay)
